# Screening results from PubChem.
# CF NFkB block – inhibitors of PAF-induced NF-kB signaling, primary screen, cell-based, GFP fluorescence, uHTS. KKLEB NF-kB-GFP reporter, GFP fluorescence overnight. inhibition, % at 5 µM. 360,000 compounds, 0.86% hits. AID 588850, 2011;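 active = at least 50% inhibition at 5 µM, scaled per plate between neutral and stimulator controls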;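 note: PAF is a Pseudomonas aeruginosa culture filtrate used as stimulus; plate controls were PAF-stimulated DMSO wells for no effect and unstimulated DMSO wells for full effect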
# Shn3 3UTR inh – reduction of Shn3 3'UTR firefly luciferase signal, primary screen, Schnurri-3 inhibitor project, cell-based, Clone20 osteoblasts, set 2; inhibition, % at 12.5 µM; Clone20 osteoblast Shn3 3'UTR firefly luciferase, 24 h; 360,000 compounds, 0.52% hits; AID 588674, 2011;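 active = mean inhibition of at least 75% with every replicate also reaching 75%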;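 note: 0% = median of neutral control wells and 100% = pilot-screen positive control compound; some compounds past the cut are filed as inactive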
# NCOA3 inh – SRC3 coactivator transcriptional activity inhibitors, primary screen, cell-based, luminescence; HEK293 GAL4-SRC3 luciferase reporter; AID 588352, 2011; inhibition, % at 3.6 µM; 360,000 compounds, 0.17% hits;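 active = inhibition above a per-campaign cutoff, the mean of all compounds plus 3 SD, cut at about 60% in these data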;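 note: 0% = DMSO-treated cells and 100% = gossypol-treated cells at 36 µM; higher means less SRC3-driven luciferase light from the GAL4 reporter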
# Target sequence (Q9Y6Q9 whole entry, looked up, the tested form may be a part): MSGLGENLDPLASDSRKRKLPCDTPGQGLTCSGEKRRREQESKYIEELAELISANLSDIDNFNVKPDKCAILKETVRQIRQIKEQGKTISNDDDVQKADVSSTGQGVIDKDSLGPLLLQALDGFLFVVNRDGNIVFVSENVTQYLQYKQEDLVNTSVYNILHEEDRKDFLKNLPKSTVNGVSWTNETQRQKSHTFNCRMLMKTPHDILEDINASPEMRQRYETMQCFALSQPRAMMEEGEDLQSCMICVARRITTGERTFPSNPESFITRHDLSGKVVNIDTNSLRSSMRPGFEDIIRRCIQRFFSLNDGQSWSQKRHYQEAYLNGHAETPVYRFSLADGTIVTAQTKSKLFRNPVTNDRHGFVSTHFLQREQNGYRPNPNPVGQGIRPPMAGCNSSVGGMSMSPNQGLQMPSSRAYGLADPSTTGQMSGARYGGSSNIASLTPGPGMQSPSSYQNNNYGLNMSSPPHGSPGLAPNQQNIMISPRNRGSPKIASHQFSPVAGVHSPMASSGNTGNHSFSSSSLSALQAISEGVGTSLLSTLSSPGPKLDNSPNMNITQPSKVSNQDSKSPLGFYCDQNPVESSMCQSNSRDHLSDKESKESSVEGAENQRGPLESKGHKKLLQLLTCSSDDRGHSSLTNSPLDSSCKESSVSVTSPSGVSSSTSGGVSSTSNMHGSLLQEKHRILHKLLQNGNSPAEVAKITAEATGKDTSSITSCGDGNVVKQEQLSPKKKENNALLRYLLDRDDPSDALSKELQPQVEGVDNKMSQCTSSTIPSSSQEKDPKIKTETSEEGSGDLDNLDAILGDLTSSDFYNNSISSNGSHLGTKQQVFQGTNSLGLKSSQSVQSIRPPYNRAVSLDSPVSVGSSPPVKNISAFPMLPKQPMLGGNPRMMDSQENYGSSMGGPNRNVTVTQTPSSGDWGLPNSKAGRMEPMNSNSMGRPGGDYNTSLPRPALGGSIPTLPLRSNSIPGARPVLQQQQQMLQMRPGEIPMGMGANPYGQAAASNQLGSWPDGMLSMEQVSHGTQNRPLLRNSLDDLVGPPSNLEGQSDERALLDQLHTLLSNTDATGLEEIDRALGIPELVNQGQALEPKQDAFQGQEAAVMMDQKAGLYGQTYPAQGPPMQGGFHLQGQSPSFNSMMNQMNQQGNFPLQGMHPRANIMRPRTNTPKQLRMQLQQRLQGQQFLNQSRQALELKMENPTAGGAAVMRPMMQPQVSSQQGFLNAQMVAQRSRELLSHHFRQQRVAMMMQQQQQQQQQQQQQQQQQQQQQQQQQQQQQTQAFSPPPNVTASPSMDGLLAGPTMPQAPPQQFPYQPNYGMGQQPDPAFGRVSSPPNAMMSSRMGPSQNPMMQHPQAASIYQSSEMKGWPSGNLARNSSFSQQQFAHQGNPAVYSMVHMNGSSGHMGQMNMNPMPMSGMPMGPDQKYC
# NCOA1 inh – SRC1 coactivator transcriptional activity inhibitors, primary screen, cell-based, luminescence | Nuclear receptor coactivator 1 (Homo sapiens), Q15788 | HEK293 GAL4-SRC1 luciferase reporter | inhibition, % at 3.6 µM | 360,000 compounds, 0.12% hits | AID 588354, 2011;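 active = inhibition above the campaign mean plus 3 SD, with each screening campaign given its own cutoff, cut at about 60% in these data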;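 note: 0% = DMSO treated cells and 100% = gossypol at 36 µM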
# LMP1 NFkB inh – EBV LMP1-driven NF-kappaB luciferase reporter inhibitors, primary screen, cell-based, luminescence, single point. inhibition, % at 12.5 µM. 350,000 compounds, 0.69% hits. LMP1-induced NF-kappaB luciferase reporter cells; in the data active = inhibition above about 41%;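 note: 0% = neutral control wells and 100% = reference inhibitor control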
# NR5A2 inv ag – LRH-1 (NR5A2) inverse agonists, primary screen, cell-based, luminescence, HEK293T, StAR-luciferase reporter | Nuclear receptor subfamily 5 group A member 2 (Homo sapiens), O00482 | LRH-1 transfected, 24 h | inhibition, % at 3.6 µM | 360,000 compounds, 0.13% hits | AID 602396, 2012;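 active = inhibition above the mean inhibition of all tested compounds plus 3 SD, cut at about 73% in these data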;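 note: 0% = DMSO wells and 100% = reporter-only cells lacking LRH-1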
# NR2F2 inh – NR2F2 transcriptional activity inhibitors, primary screen, cell-based, luciferase reporter, HEK293T, luminescence; inhibition, % at 8.6 µM; COUP transcription factor 2 (Homo sapiens), P24468; HEK293T NGFI-A luciferase reporter; 370,000 compounds, 0.7% hits;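 active = inhibition above a per-plate cutoff, mean inhibition of test wells between control levels plus 3 SD, cut at about 38% in these data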;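 note: cells cotransfected with COUP-TFII expression vector driving the NGFI-A reporter; 0% = median of COUP-TF2 test wells and 100% = reporter-only cells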
# TWEAK-Fn14 inh – inhibitors of TWEAK-Fn14 signaling, primary screen, luciferase reporter cells, uHTS; AID 1159606, 2016; inhibition, % at 10 µM; TWEAK-stimulated Fn14 reporter cells, luciferase luminescence, 8 h; 360,000 compounds, 2% hits; in the data active = inhibition above about 50%
# TROY NFkB inh – inhibitors of TROY-driven NF-kB signaling, primary screen, Q293 LMP1-TROYcd cells, NF-kB luciferase, uHTS; Q293 LMP1-TROYcd NF-kB luciferase reporter, 4 h; inhibition, % at 10 µM; 360,000 compounds, 0.98% hits; AID 1347056, 2019;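 active = compounds whose plate-normalised and pattern-corrected inhibition of the luciferase reporter signal at the single screening dose is 50% or more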
# KKLEB cytotox – cytotoxicity in KKLEB CF airway cells, primary screen, cytotoxicity control for CF NF-kB inhibitor project, cell-based, uHTS, fluorescence assay plates; KKLEB CF airway cells viability, ATPlite luminescence, overnight; active compounds read low; cells stimulated with P. aeruginosa culture filtrate; activity change (cytotoxicity), % at 5 µM; 360,000 compounds, 0.36% hits; AID 602141, 2011;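 active = corrected activity change at or below -50% at 5 µM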
# C8 TRAIL sens – viability loss with TRAIL in NB7+C8 cells, primary screen, TRAIL sensitizer project, cell-based, ATPlite luminescence | 360,000 compounds, 1% hits | inhibition (viability loss, TRAIL sensitization), % at 10 µM | AID 624354, 2012;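 active = compounds causing at least 50% loss of cell viability in the single-dose screen, relative to plate controls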
# * = called active by the depositor; · = not tested or not shown.
SMILES,CF NFkB block,Shn3 3UTR inh,NCOA3 inh,NCOA1 inh,LMP1 NFkB inh,NR5A2 inv ag,NR2F2 inh,TWEAK-Fn14 inh,TROY NFkB inh,KKLEB cytotox,C8 TRAIL sens
O=C(CSc1nc2ccccc2c(=O)n1-c1ccc(OC(F)F)cc1)NCc1cccs1,-8,-2,3,0,1,13,-2,9,-12,2,-10
Cc1cc(C)cc(NC(=O)CCc2nc3ccccc3[nH]2)c1,-2,-8,16,2,2,-15,-7,0,1,4,12
CCCCC(NS(=O)(=O)c1ccc(OC)cc1)C(=O)O (stereo unspecified),2,3,13,-10,-3,-11,-3,6,42,-9,-3
CCOC(=O)CN(C)C(=O)CCc1nnc(-c2ccc(-c3ccccc3)cc2)o1,5,17,-29,-34,10,-10,15,22,-7,-27,-4
COc1ccc(NC(=O)C2=Cc3ccccc3OC2)cc1,-11,-14,-83,-120,-15,-167,-36,52*,2,14,21
COc1ccccc1OCCCCOc1ccccc1F,-14,-40,-19,-24,-14,-8,6,-36,-61,-2,14
CC(C)Cc1cc(C(=O)N2CCCC(CCC(=O)N(C)CCc3ccccn3)C2)no1 (stereo unspecified),0,8,3,-1,15,12,17,13,5,2,3
O=C(NCC1OCCc2ccccc21)c1ccc(NC(=O)c2ccc(Cl)cc2)cc1 (stereo unspecified),-10,24,23,3,21,-3,0,23,20,0,35
CCOc1ccc(Nc2nc3ccccc3n3cnnc23)cc1,-24,-10,-11,3,5,-9,7,87*,-7,7,13
COc1ccccc1CCn1cnc(C)c1CC(C)C,·,·,·,·,·,-9,-6,-5,-3,·,6

# TWEAK-Fn14 inh: what is marked active above
canonical_smiles	CF NFkB block	Shn3 3UTR inh	NCOA3 inh	NCOA1 inh	LMP1 NFkB inh	NR5A2 inv ag	NR2F2 inh	TWEAK-Fn14 inh
COc1ccc(NC(=O)C2=Cc3ccccc3OC2)cc1	-11	-14	-83	-120	-15	-167	-36	52*
CCOc1ccc(Nc2nc3ccccc3n3cnnc23)cc1	-24	-10	-11	3	5	-9	7	87*

# Random excerpt: two compounds from above, in no set order.
SMILES,CF NFkB block,Shn3 3UTR inh,NCOA3 inh,NCOA1 inh,LMP1 NFkB inh,NR5A2 inv ag,NR2F2 inh,TWEAK-Fn14 inh,TROY NFkB inh,KKLEB cytotox,C8 TRAIL sens
COc1ccc(NC(=O)C2=Cc3ccccc3OC2)cc1,-11,-14,-83,-120,-15,-167,-36,52*,2,14,21
O=C(NCC1OCCc2ccccc21)c1ccc(NC(=O)c2ccc(Cl)cc2)cc1 (stereo unspecified),-10,24,23,3,21,-3,0,23,20,0,35

# Later entries:
SMILES,CF NFkB block,Shn3 3UTR inh,NCOA3 inh,NCOA1 inh,LMP1 NFkB inh,NR5A2 inv ag,NR2F2 inh,TWEAK-Fn14 inh,TROY NFkB inh,KKLEB cytotox,C8 TRAIL sens
COc1ccc(/C=N/n2c(=O)[nH]c3c([nH]c4ccc(F)cc43)c2=O)cc1CN1CCCCC1,18,19,-9,-22,22,8,1,9,-14,-33,17
Cc1cc(C)c(S(=O)(=O)N2CCN(C(=O)C(C)Cn3cncn3)CC2)c(C)c1 (stereo unspecified),12,13,3,4,0,-3,1,-7,5,1,-11
Cc1ccc(NC(=O)Nc2ccccc2F)cc1S(=O)(=O)N1CCOCC1,-13,7,-10,7,4,-12,0,18,-15,14,-12
CCC(CC)C(=O)Nc1cc(C(=O)OC)ccc1C(=O)OC,6,-5,1,-1,-9,9,0,-2,12,2,1
Cc1cccc(N2CCN(c3nc4nonc4nc3N3CCSCC3)CC2)n1,8,-1,15,-5,2,1,4,-9,8,9,-2
O=C1C(Nc2ccc(O)cc2)=C/C(=N/S(=O)(=O)c2cccs2)c2ccccc21,93*,100*,90*,88*,96*,86*,78*,95*,58*,-65*,96*
C=CCn1c(NCc2ccc3c(c2)OCO3)nc2ccccc21,-10,-20,-31,-71,-12,-30,-7,-18,-19,1,-9
O=C(Cn1ncc2c(=O)oc3ccccc3c21)NCC1CCCO1 (stereo unspecified),14,2,10,-39,4,-2,5,9,2,-2,-5
COc1ccc(CNC(=O)c2cnn3c(C(F)F)cc(C)nc23)cc1,6,12,-4,8,0,16,0,-9,7,-4,-5
CCSc1nc2ccccc2c(=O)n1C1CCOC(C)(C)C1 (stereo unspecified),13,52,16,14,11,-11,9,1,14,-8,-4
CC1CCCN(C(=O)CSc2nnc3ccccn23)C1 (stereo unspecified),-1,-10,-25,-22,-2,-8,-11,11,-43,0,-27
Cc1ccc(/C=N/N(C)C2=NS(=O)(=O)c3ccccc32)cc1,14,-8,11,10,7,0,-23,-19,-7,-17,-6
CCCOc1ccccc1C1CC(=O)NC2=C1C(=O)CCC2 (stereo unspecified),11,-2,2,2,2,30,2,15,11,-6,-14

# Entries of single compounds, looked up by structure. Values in the order: CF NFkB block | Shn3 3UTR inh | NCOA3 inh | NCOA1 inh | LMP1 NFkB inh | NR5A2 inv ag | NR2F2 inh | TWEAK-Fn14 inh | TROY NFkB inh | KKLEB cytotox | C8 TRAIL sens
# CC1CCCN(C(=O)CSc2nnc3ccccn23)C1 (stereo unspecified) across the screens: -1 | -10 | -25 | -22 | -2 | -8 | -11 | 11 | -43 | 0 | -27
# Cc1ccc(NC(=O)Nc2ccccc2F)cc1S(=O)(=O)N1CCOCC1 across the screens: -13 | 7 | -10 | 7 | 4 | -12 | 0 | 18 | -15 | 14 | -12
# Cc1ccc(/C=N/N(C)C2=NS(=O)(=O)c3ccccc32)cc1 across the screens: 14 | -8 | 11 | 10 | 7 | 0 | -23 | -19 | -7 | -17 | -6
# CCCOc1ccccc1C1CC(=O)NC2=C1C(=O)CCC2 (stereo unspecified) across the screens: 11 | -2 | 2 | 2 | 2 | 30 | 2 | 15 | 11 | -6 | -14
# COc1ccc(/C=N/n2c(=O)[nH]c3c([nH]c4ccc(F)cc43)c2=O)cc1CN1CCCCC1 across the screens: 18 | 19 | -9 | -22 | 22 | 8 | 1 | 9 | -14 | -33 | 17

# These rows are one share of the data; rates above refer to the full screens.
